MBD2 DNA inh: MBD2-methylated oligo binding inhibition | 370,000 tested, 0.31% active | inhibition, % at 4.4 µM | Q9UBB5 | TR-FRET, MBD2 binding to methylated oligonucleotide; in the data active = inhibition above about 13%
ASAP1 inh: inhibitors of human ASAP1 ArfGAP activity | 360,000 tested, 0.19% active | AID 624377 | ASAP1-stimulated ARF1 GTP hydrolysis, GDP FP detection | inhibition, % at 16.5 µM; in the data active = inhibition above about 25%;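 note: 0% = vehicle with enzyme and substrate and 100% = no enzyme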
Target sequence (Q9ULH1 325-724 limits assumed): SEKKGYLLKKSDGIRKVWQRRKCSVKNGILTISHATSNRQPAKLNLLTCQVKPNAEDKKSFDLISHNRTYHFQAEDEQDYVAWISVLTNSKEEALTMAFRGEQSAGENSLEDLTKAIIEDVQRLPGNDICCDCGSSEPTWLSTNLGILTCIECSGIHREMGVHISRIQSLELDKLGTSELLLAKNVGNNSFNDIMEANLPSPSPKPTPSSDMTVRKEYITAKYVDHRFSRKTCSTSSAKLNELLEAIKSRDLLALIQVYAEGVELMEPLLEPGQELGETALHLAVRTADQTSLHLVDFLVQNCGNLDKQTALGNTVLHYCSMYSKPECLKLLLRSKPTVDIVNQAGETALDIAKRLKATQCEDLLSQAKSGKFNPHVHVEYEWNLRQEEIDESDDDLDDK
KLK7 zymogen act: proKLK7 (human) activation, primary screen. AID 652039. purified proKLK7, EDANS-DABCYL substrate fluorescence; 100% is mature enzyme control, 0% vehicle. P49862. activation, % at 7 µM. 370,000 tested, 0.9% active;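 active = activation above the mean of all tested compounds plus 3 SD, computed per campaign excluding outliers beyond control limits, cut at about 13% in these data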
ADAM17 inh: inhibitors of human ADAM17; AID 720648; P78536; inhibition, % at 6.95 µM; 370,000 tested, 0.83% active; recombinant ADAM17, EDANS/DABCYL FRET peptide cleavage;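 active = inhibition above the mean of compounds lying between control limits plus 3 SD, set per campaign, cut at about 8.5% in these data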;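 note: 0% = DMSO-only wells as the low control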
Target sequence (P78536 215-824 limits assumed): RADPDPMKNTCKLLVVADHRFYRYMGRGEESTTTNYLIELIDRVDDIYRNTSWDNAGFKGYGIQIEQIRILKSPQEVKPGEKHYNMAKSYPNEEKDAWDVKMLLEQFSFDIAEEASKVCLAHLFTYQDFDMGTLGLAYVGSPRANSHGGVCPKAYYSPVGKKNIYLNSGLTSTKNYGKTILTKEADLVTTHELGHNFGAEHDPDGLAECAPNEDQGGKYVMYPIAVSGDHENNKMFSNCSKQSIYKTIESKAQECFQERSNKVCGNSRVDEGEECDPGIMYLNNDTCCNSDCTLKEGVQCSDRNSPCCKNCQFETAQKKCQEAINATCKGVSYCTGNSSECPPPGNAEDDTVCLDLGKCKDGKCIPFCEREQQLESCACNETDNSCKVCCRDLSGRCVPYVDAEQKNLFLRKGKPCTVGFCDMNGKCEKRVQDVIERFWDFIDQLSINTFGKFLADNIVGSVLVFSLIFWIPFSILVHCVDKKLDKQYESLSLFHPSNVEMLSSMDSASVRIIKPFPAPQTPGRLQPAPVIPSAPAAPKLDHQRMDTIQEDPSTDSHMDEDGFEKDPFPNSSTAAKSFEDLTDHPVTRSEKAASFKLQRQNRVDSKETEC
PLC-beta3 inh: PLC-beta3 (human) inhibition, primary screen; Q01970; Purified PLC-beta3, fluorogenic substrate, fluorescence; inhibition, % at 12.2 µM; 370,000 tested, 0.18% active; AID 720704; in the data active = inhibition above about 11%;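 note: 0% = median of compound wells on plate and 100% = full blocker control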
UHRF1 MBD2 ctr: human UHRF1 methylated DNA binding inhibitors; Q96T88; 370,000 tested, 0.75% active; UHRF1 binding to methylated oligo, TR-FRET; inhibition, % at 4.4 µM; in the data active = inhibition above about 21%;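 note: UHRF1 SRA domain binding a hemimethylated CpG hairpin DNA probe; 0% = median of test compound wells and 100% = reference inhibitor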
ARFGAP1 inhibitor: inhibits rat ARF GTPase activating protein 1; 360,000 tested, 0.26% active; inhibition, % at 16.5 µM; AID 651572; Q62848; Arfgap1-stimulated ARF1 GTP hydrolysis, GDP FP detection;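 active = inhibition above a per-plate limit, mean inhibition of low control wells plus 3 SD, cut at about 25% in these data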;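 note: 0% = DMSO wells with enzyme and 100% = wells lacking Arfgap1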
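material = rat Arfgap1 catalytic domain, aa 1-136 | also added = human ARF1(Δ1-17)-GTP substrate | compound dosing = one concentration, 16.5 µM, DMSO 1.26% | times = GTP hydrolysis reaction 2 h at 25 °C | measured by = FP, GDP Alexa 633 tracer displaced from anti-GDP antibody, 620/688 nm | evaluation = percent inhibition of Arfgap1-stimulated GTP hydrolysis | replication = single well per compound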
Tn6 DDE FP: inhibitors of Tn6 peptide binding to human fibrin DD(E); 370,000 tested, 0.21% active; AID 720509; Fibrin DD(E) TRITC-Tn6 fluorescence polarization displacement; inhibition, % at 8.3 µM;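 active = inhibition above a per-campaign cutoff: mean of compounds within control limits plus 3 SD, cut at about 15% in these data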;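 note: 0% = median of all compound wells on the plate and 100% = blocking peptide control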
PLCg1 inh: blocks human PLC-gamma1 enzyme activity | purified PLC-gamma1, fluorogenic substrate, fluorescence | P19174 | 370,000 tested, 0.84% active | inhibition, % at 12.2 µM | AID 720700; in the data active = inhibition above about 9.5%
DDE Tn7 FP inh: disrupts Tn7 cyclic peptide binding to fibrin D-Dimer-E complex. FP displacement of FITC-Tn7 peptide from fibrin DD(E); 0% = median of compound wells per plate. inhibition, % at 8.3 µM. 370,000 tested, 0.13% active. AID 720508;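 active = inhibition above the mean of compounds falling within the control limits plus 3 SD of them, cut at about 14% in these data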;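 note: 0% = plate median of compound wells and 100% = 10 µM Aha-Tn7 peptide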
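system = human fibrin DD(E) protein | quantity = DD(E) 2 µM final | medium = Tris/NaCl/CaCl2 buffer, pH 7.8 | also added = labelled Tn7 tracer, 0.1 µM | compound dosing = single point at 8.3 µM | timing = compound with protein 10 min, then 3 h after probe, room temperature | signal = FP measurement | benchmarks = Aha-Tn7 high control | repeats = one replicate per compound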
The depositor's hits bear a star; / = not tested or not shown. Hits appear at their usual frequency. Share with any hit: about 4.1%.

nr	SMILES	MBD2 DNA inh	ASAP1 inh	KLK7 zymogen act	ADAM17 inh	PLC-beta3 inh	UHRF1 MBD2 ctr	ARFGAP1 inhibitor	Tn6 DDE FP	PLCg1 inh	DDE Tn7 FP inh
1	COc1ccc(CN2CCN(C(=O)C3CCC(CNS(=O)(=O)c4ccc(C)cc4)CC3)CC2)c(OC)c1OC (stereo unspecified)	-5	4	1.0	1	1	0	9	-8	2	-1
2	Cc1ccc2occ(C(c3nnnn3C3CCCC3)N3CCN(C(=O)c4ccco4)CC3)c(=O)c2c1 (stereo unspecified)	8	-7	-0.5	-12	-9	-1	2	3	-10	2
3	COc1cc2c(cc1O)[C@@H]1Cc3cc(OC)c(OC)cc3C(C2)N1C	-6	-4	0.0	-2	1	-1	8	-8	1	-2
4	O=C(NCC(=O)N1CCN(S(=O)(=O)c2ccc3c(c2)OCCO3)CC1)c1ccccc1F	6	5	0.5	-5	-3	1	9	-4	1	1
5	CC(=O)C1C(c2ccc(F)cc2)c2c(noc2C)CC1(C)O (stereo unspecified)	-4	-2	0.5	-5	-7	1	3	0	1	-1
6	COc1cccc(NC(=S)NC2CC(C)CC(C)(C)C2)c1 (stereo unspecified)	0	-3	1.0	8	9	4	10	-7	6	-2
7	CCOCC(=O)NCc1ccc2c(c1)OCO2	-1	-3	-0.1	-1	2	-2	0	-1	1	-3
8	Cc1ccc(NC(=O)COc2coc(CN3CCc4ccccc4C3)cc2=O)c(C)c1	0	-5	0.3	0	-2	-3	-10	2	1	-2
9	C=CCSc1nc2c(c(=O)[nH]1)C(c1ccccc1)C(C#N)=C(N)O2 (stereo unspecified)	2	-6	-0.3	-3	-10	0	-5	1	-2	4
10	CC1CN(C(=O)CN2C(=O)NC3(CCCCCCC3)C2=O)CC(C)O1 (stereo unspecified)	-3	9	0.1	-1	6	-1	1	-5	2	2
11	CCOc1ccccc1NC(=O)CSc1nnc(Cn2c(=O)sc3ccccc32)n1C	1	8	0.1	-2	-6	7	11	-11	9	-1
12	COc1ccc(CC(=O)N[C@@H]2c3ccccc3CC[C@@H]2OCc2ccccc2)cc1	0	2	-0.5	-4	0	6	2	7	1	1
13	Cc1cccc(CS(=O)(=O)Cc2ccc(C(=O)NCCc3ccccc3)o2)c1	2	4	-0.5	5	-7	3	-8	-2	7	1
14	CC(C)Oc1ccc(N2CC(C(=O)Nc3ccc(N4CCOCC4)cc3)CC2=O)cc1 (stereo unspecified)	3	2	0.5	2	12*	3	11	-2	12*	0
15	COc1ccc(C2Nc3ccccc3C(=O)N2O)cc1CN1CCOCC1 (stereo unspecified)	-2	0	2.5	-4	-4	-1	-7	3	-7	3

Rewritten with each value named: entries from further up
6: COc1cccc(NC(=S)NC2CC(C)CC(C)(C)C2)c1 (stereo unspecified)
  MBD2 DNA inh: 0; ASAP1 inh: -3; KLK7 zymogen act: 1.0; ADAM17 inh: 8; PLC-beta3 inh: 9; UHRF1 MBD2 ctr: 4; ARFGAP1 inhibitor: 10; Tn6 DDE FP: -7; PLCg1 inh: 6; DDE Tn7 FP inh: -2
7: CCOCC(=O)NCc1ccc2c(c1)OCO2
  MBD2 DNA inh: -1; ASAP1 inh: -3; KLK7 zymogen act: -0.1; ADAM17 inh: -1; PLC-beta3 inh: 2; UHRF1 MBD2 ctr: -2; ARFGAP1 inhibitor: 0; Tn6 DDE FP: -1; PLCg1 inh: 1; DDE Tn7 FP inh: -3

The list goes on.
nr	SMILES	MBD2 DNA inh	ASAP1 inh	KLK7 zymogen act	ADAM17 inh	PLC-beta3 inh	UHRF1 MBD2 ctr	ARFGAP1 inhibitor	Tn6 DDE FP	PLCg1 inh	DDE Tn7 FP inh
16	CC(=O)Nc1cccc(C(=O)OC(C)C(=O)NC(=O)NC2CCCCC2)c1 (stereo unspecified)	2	-13	-0.3	-3	-8	0	3	-2	-2	6
17	O=C(CN(C1CCCCC1)S(=O)(=O)c1ccc(F)cc1)Nc1ccc2c(c1)OCO2	1	6	-0.9	2	-2	0	-16	-12	1	6
18	CSc1nc(C(=O)N2CCCC(Nc3ccc(C)c(C)c3)C2)cs1 (stereo unspecified)	-3	-4	-0.2	-2	-4	0	-9	1	3	-1
19	O=C(c1ccc(COc2ccc(Cl)cc2)o1)N1CCN(Cc2ccc3c(c2)OCO3)CC1	-4	23	0.0	5	1	0	1	0	1	7
20	COC(=O)CON1C(=O)c2ccccc2C1=O	-2	4	0.4	0	3	1	-2	-2	2	4
21	C=CCSc1nnc(NC(=O)C2=COCCO2)s1	2	11	0.0	-3	-8	-2	8	0	-2	-1
22	Cc1cccc(CCNC(=O)c2cccc3c2C(=O)N(C2CCCCC2)C3)c1	1	-6	0.3	-4	-5	0	-10	7	-1	12
23	Cc1ccc(CNC(=O)Cn2c(=O)n(CC(=O)N3CCCCC3)c(=O)c3sccc32)cc1	4	5	0.5	-5	-6	1	8	4	-1	4
24	COC(=O)c1[nH]c2ccc(C)cc2c1NC(=O)CN1CCC(C)CC1	-2	4	1.0	-16	-31	-2	-3	-6	-23	-9
25	CCC(Nc1nc(-c2ccccc2)nc2ccccc12)C(=O)O (stereo unspecified)	6	8	0.1	0	3	1	7	5	-3	8
26	CC1CCC(NC(=O)C2CCC(CNc3c(N4CCCCC4)c(=O)c3=O)CC2)CC1 (stereo unspecified)	-3	14	0.0	2	-5	-2	-2	17*	1	2
27	CN1CCN(C(=O)c2ccc(C(F)(F)F)cc2)CC1	4	18	0.4	-2	2	0	-7	8	2	5
28	CC(c1ccon1)N(C)Cc1cn(C)nc1-c1ccc2c(c1)OCCO2 (stereo unspecified)	3	-7	-0.3	1	-1	5	-6	4	6	2
29	COc1ccc(N2CCN(C(=O)C3CCN(S(=O)(=O)c4ccc5c(c4)oc(=O)n5C)CC3)CC2)cc1	-1	10	-0.1	4	-3	1	15	2	7	-2
30	COc1ccccc1NC(=O)CCNS(=O)(=O)c1ccc2[nH]c(=O)oc2c1	0	-15	0.0	-5	-5	1	-14	2	0	-4
31	COc1cc2ccccc2cc1C(=O)Nc1ccccc1N1CCN(S(C)(=O)=O)CC1	4	-5	-8.5	-6	-44	-1	12	-6	-31	6
32	CCOC(=O)CSc1ccc2nnc(CCNS(=O)(=O)c3ccc(C)cc3)n2n1	-1	3	0.8	-7	-7	0	13	1	0	-4
33	CC(C)n1nnnc1C1c2ccccc2C(=O)N1CCCN1CCOCC1 (stereo unspecified)	-7	2	-0.1	-3	1	-1	0	2	1	-5
34	CC1(C(=O)NCc2ccco2)Cc2c(-c3cccc(C(N)=O)c3)ccnc2O1 (stereo unspecified)	-7	-13	0.4	-1	6	2	-17	-5	2	-1
35	COc1ccc(NCN2C(=O)C3C4C=CC(C4)C3C2=O)cc1 (stereo unspecified)	-5	2	-0.1	-2	4	2	-2	-1	3	0
36	O=c1c2ccccc2nnn1CSc1nc2sc3c(c2c(=O)n1CC1CCCO1)CCC3 (stereo unspecified)	-2	-24	-0.2	-2	5	1	16	5	-3	8
37	O=C(CC1SC(N2CCCC2)=NC1=O)Nc1ccc(C(=O)N2CCCC(C(F)(F)F)C2)cc1 (stereo unspecified)	3	4	0.5	-5	-5	2	2	9	5	-1
38	Cn1cnc(S(=O)(=O)N2CCc3ccccc32)c1	7	-5	-0.7	-2	2	4	-7	1	-2	0
39	CSc1cccc(NC(=O)Nc2ccc(Cl)cc2)c1	2	13	-0.2	-1	0	-1	8	0	0	3
40	CCOc1ccc(-c2nc(C#N)c(NCc3ccc4c(c3)OCO4)o2)cc1	4	5	-1.1	-15	-42	-1	8	-5	-33	8
41	O=C(COC(=O)c1ccc(O)cc1)Nc1cccc(S(=O)(=O)N2CCCCC2)c1	7	-2	0.5	0	-6	1	-3	-2	0	-2
42	CCOC(=O)C1CCCN(S(=O)(=O)c2cc(C(=O)OC)n(C)c2)C1 (stereo unspecified)	3	2	-0.4	-1	-1	1	-15	2	2	0
43	COC(=O)CSC(=S)N1CCCC(C)C1 (stereo unspecified)	0	5	0.3	0	0	0	6	1	2	-4
44	COc1ccccc1NC(=O)CSc1nnnn1-c1ccc2c(c1)OCO2	4	-6	0.6	-2	6	1	2	-5	1	-1
45	CCN1CCN(C(CNS(=O)(=O)c2ccc(Cl)cc2)c2ccccc2)CC1 (stereo unspecified)	2	-4	-0.7	0	-10	3	7	-3	-2	-12
46	CCOc1ccc(-c2csc(Cn3c(CN4CCN(C)CC4)nc4ccccc4c3=O)n2)cc1	8	-4	0.6	-8	7	7	7	-3	5	1
47	O=C(CCN1C(=O)c2ccccc2S1(=O)=O)Nc1ccc(F)c([N+](=O)[O-])c1	-3	-2	0.0	0	-2	-1	13	-5	-4	-9
48	Cc1cc(=O)[nH]c2cc(Cl)ccc12	-1	1	0.2	0	2	-5	8	-4	2	1
49	CCN(CC)C(=O)c1scc2c1OCCO2	5	14	-0.1	-7	-1	-3	0	-1	-2	-3
50	COc1ccc(CCNC(=O)Nc2ccc3c(c2)[C@]2(CC(=O)N(CC(C)C)C2c2ccccc2)C(=O)N3C)cc1OC (stereo partly specified)	11	/	-0.3	5	8	12	/	0	4	-3
51	COc1cc(C(=O)N2CCN(Cc3ccc4c(c3)OCO4)CC2)cc(OC)c1OC	-3	5	-0.2	-1	-6	3	7	2	1	-8
52	O=c1[nH]c(N/N=C/c2ccccc2Br)nnc1-c1ccccc1	0	18	0.7	2	-4	3	-8	0	-4	0

Filtered by structure, those above with an aryl thioether with sulfur outside any ring
nr	SMILES	MBD2 DNA inh	ASAP1 inh	KLK7 zymogen act	ADAM17 inh	PLC-beta3 inh	UHRF1 MBD2 ctr	ARFGAP1 inhibitor	Tn6 DDE FP	PLCg1 inh	DDE Tn7 FP inh
9	C=CCSc1nc2c(c(=O)[nH]1)C(c1ccccc1)C(C#N)=C(N)O2 (stereo unspecified)	2	-6	-0.3	-3	-10	0	-5	1	-2	4
11	CCOc1ccccc1NC(=O)CSc1nnc(Cn2c(=O)sc3ccccc32)n1C	1	8	0.1	-2	-6	7	11	-11	9	-1
18	CSc1nc(C(=O)N2CCCC(Nc3ccc(C)c(C)c3)C2)cs1 (stereo unspecified)	-3	-4	-0.2	-2	-4	0	-9	1	3	-1
21	C=CCSc1nnc(NC(=O)C2=COCCO2)s1	2	11	0.0	-3	-8	-2	8	0	-2	-1
32	CCOC(=O)CSc1ccc2nnc(CCNS(=O)(=O)c3ccc(C)cc3)n2n1	-1	3	0.8	-7	-7	0	13	1	0	-4
36	O=c1c2ccccc2nnn1CSc1nc2sc3c(c2c(=O)n1CC1CCCO1)CCC3 (stereo unspecified)	-2	-24	-0.2	-2	5	1	16	5	-3	8
39	CSc1cccc(NC(=O)Nc2ccc(Cl)cc2)c1	2	13	-0.2	-1	0	-1	8	0	0	3
44	COc1ccccc1NC(=O)CSc1nnnn1-c1ccc2c(c1)OCO2	4	-6	0.6	-2	6	1	2	-5	1	-1

Assay outcomes deposited in PubChem BioAssay by The Scripps Research Institute Molecular Screening Center.
